# FBW7 activator: activators of human E3 ligase FBW7; Q969H0; AlphaScreen FBW7–phospho-cyclin E peptide binding, activator screen; normalized activity (activation), % at 26.1 µM; 0.13% of 650,000 active; in the data active means normalized activity above about 1.9%;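 further: purified mutant Fbw7 with reduced substrate affinity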
# MITF primary: human MITF inhibition, primary screen. O75030. AlphaScreen MITF homodimerization, bead proximity signal. inhibition, % at 2.6 µM. 0.91% of 650,000 active; in the data active means inhibition above about 50%;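 further: 0% = vehicle wells with protein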
# Target sequence (O75030 whole entry, looked up): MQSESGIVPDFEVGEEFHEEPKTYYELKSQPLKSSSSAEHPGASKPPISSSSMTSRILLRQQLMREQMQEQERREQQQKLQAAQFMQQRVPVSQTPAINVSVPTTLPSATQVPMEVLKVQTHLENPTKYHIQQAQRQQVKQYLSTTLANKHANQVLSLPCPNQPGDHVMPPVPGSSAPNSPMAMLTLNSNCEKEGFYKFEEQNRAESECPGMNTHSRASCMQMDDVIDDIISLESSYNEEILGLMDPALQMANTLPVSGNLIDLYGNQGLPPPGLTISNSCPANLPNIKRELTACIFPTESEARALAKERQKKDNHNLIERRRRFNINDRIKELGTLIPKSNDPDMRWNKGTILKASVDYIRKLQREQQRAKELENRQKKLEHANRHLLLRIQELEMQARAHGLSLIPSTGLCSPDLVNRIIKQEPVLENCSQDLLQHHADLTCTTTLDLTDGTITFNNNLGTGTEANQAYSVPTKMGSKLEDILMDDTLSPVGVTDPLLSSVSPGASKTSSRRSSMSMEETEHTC
# GPR151 activ: activators of human GPR151. 1% of 650,000 active. Q8TDV0. activation, % at 11.2 µM. PathHunter beta-arrestin GPR151 cells, luminescence. AID 1508602; in the data active means activation above about 4.9%;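 further: 0% = median of compound wells and 100% = cells with positive control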
# Target sequence (Q8TDV0 whole entry, looked up): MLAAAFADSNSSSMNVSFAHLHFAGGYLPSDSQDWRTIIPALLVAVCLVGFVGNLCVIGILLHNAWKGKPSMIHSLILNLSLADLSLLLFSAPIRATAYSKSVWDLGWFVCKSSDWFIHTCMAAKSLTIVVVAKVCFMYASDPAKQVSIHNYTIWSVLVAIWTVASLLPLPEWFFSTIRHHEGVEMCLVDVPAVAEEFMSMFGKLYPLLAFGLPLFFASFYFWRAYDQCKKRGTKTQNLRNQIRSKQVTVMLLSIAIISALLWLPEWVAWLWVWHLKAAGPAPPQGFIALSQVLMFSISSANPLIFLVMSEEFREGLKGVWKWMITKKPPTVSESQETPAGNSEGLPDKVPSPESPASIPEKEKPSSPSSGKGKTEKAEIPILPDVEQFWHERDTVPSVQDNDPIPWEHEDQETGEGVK
# TEAD-YAP block: TEAD-YAP interaction inhibition; HEK-TIYL cells, TEAD-Gal4/YAP UAS-luciferase luminescence; inhibition, % at 9.12 µM; 1.4% of 640,000 active; in the data active means inhibition above about 32%;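 further: 0% = median of test compound wells and 100% = reference inhibitor wells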
# Active calls of the source: *.
# The line under a structure holds: FBW7 activator	TEAD-YAP block	GPR151 activ	MITF primary
CCC(=O)C1=C(c2cccs2)N(C(=O)CC)n2c(nnc2-c2ccccc2)S1
  0.0	2	1.6	5
CCCS(=O)(=O)N1CCCC(C(=O)N2CCN(c3ccccc3)CC2)C1 (stereo not given)
  0.1	4	0.4	13
COc1ccccc1NC(=O)NC(=O)C(F)(F)F
  0.0	8	0.3	-3
Nc1c(Cl)cc(N2C(=O)c3cccc4cccc(c34)C2=O)cc1Cl
  0.0	0	-0.8	3
COc1ccc(C)cc1NC(=O)NNC(=O)C(C)Oc1ccc(F)cc1Cl (stereo not given)
  0.2	4	-2.3	21
Cc1nc(-c2ccc(NC(=O)c3ccccc3F)cc2)cs1
  -0.2	-3	-6.1	-8
CC1CCN(CC(=O)Nc2ccccc2N2CCOCC2)CC1
  0.0	5	-0.7	69*
O=C1OC(c2ccc(I)cc2)=N/C1=C\c1ccccc1Br
  0.4	8	-0.3	18
Nc1nc(NCCO)cc(Nc2nccc3ccccc23)n1
  -0.1	7	3.0	10
CCn1ccnc1CN(C)C(=O)c1cc(COc2c(F)cccc2F)on1
  0.0	-3	-0.5	1

# (list continues)
# The line under a structure holds: FBW7 activator	TEAD-YAP block	GPR151 activ	MITF primary
CCCOC(=O)c1ccc(NC(=O)CCCCCN2C(=O)c3ccccc3C2=O)cc1
  0.1	5	0.9	2
CCOC(=O)COc1ccc2c(=O)c(Oc3ccc(OCC)cc3)c(C)oc2c1
  0.0	5	-0.9	19
COC(=O)c1cc2oc(C)cc2n1CC(=O)Nc1ccc(OC)c(OC)c1OC
  0.0	1	-0.9	-4
Cn1c(-c2cccc([N+](=O)[O-])c2)cnc1NC(=O)c1cccc([N+](=O)[O-])c1
  -0.3	-1	0.2	-8
Cc1cccc(C(=O)N2CCN(Cc3ccccc3)CC2)c1
  0.4	3	0.0	5
O=C(NCC(F)(F)F)c1cnc2ccccn12
  0.0	2	0.6	10
FC(F)(F)C(Oc1nc(NC2CCCCC2)nc(OC(C(F)(F)F)C(F)(F)F)n1)C(F)(F)F
  0.1	8	0.2	6
CC(=O)N1c2ccc(S(=O)(=O)N3CCCC4CCCCC43)cc2CC1C (stereo not given)
  -0.2	-10	-3.2	-2
CCn1c2ccccc2c2cc(CN3CCCC(O)C3)ccc21 (stereo not given)
  0.1	3	0.2	25
CN(Cc1ccsc1)C(=O)CC1C(=O)NCCN1Cc1ccoc1 (stereo not given)
  0.0	6	-0.3	6

# More compounds.
# The line under a structure holds: FBW7 activator	TEAD-YAP block	GPR151 activ	MITF primary
CCOc1ccc(NC(=O)CSC2CC(=O)N(c3ccc(C(=O)OC)cc3)C2=O)cc1 (stereo not given)
  0.2	7	1.7	9
CCOC(=O)CNC(=O)N1CCCC(N(C)CCc2ccccc2)C1 (stereo not given)
  0.0	-9	0.0	9
O=C(Nc1ccc(Oc2ccccc2)cc1)c1cc(-c2ccc(Br)cc2)nc2ccccc12
  -0.1	-8	0.2	-7
COc1ccc2nc(SCC(=O)Nc3nc4ccc(OC)cc4s3)[nH]c2c1
  0.2	-63	-1.8	7
N#C/C(=C/c1ccc(OCC(=O)O)cc1)c1cccc([N+](=O)[O-])c1
  -0.1	5	-1.0	1
O=C1c2cccc3c(N4CCOCC4)ccc(c23)C(=O)N1c1ccc(O)cc1
  0.0	-4	-0.9	0
Cc1ccc(-n2ncc3c(=O)n(CC(=O)N(C)C)cnc32)cc1
  -0.1	-2	-0.7	8
Cc1cc(C)cc(NC(=S)N2CCN(C(=O)C3CCCO3)CC2)c1 (stereo not given)
  0.1	2	-0.3	-6
O=C(Oc1ccc(N(C(=O)c2ccncc2)S(=O)(=O)c2ccccc2)c2ccccc12)c1ccncc1
  0.1	5	0.0	-1
Cc1cc(C)c(NC(=O)CS(=O)CC(=O)Nc2ccc(-n3cnnn3)c(C)c2)c(C)c1 (stereo not given)
  -0.1	-7	0.3	-15

# Next section; it opens with the 6 that closed the last part.
# The line under a structure holds: FBW7 activator	TEAD-YAP block	GPR151 activ	MITF primary
N#C/C(=C/c1ccc(OCC(=O)O)cc1)c1cccc([N+](=O)[O-])c1
  -0.1	5	-1.0	1
O=C1c2cccc3c(N4CCOCC4)ccc(c23)C(=O)N1c1ccc(O)cc1
  0.0	-4	-0.9	0
Cc1ccc(-n2ncc3c(=O)n(CC(=O)N(C)C)cnc32)cc1
  -0.1	-2	-0.7	8
Cc1cc(C)cc(NC(=S)N2CCN(C(=O)C3CCCO3)CC2)c1 (stereo not given)
  0.1	2	-0.3	-6
O=C(Oc1ccc(N(C(=O)c2ccncc2)S(=O)(=O)c2ccccc2)c2ccccc12)c1ccncc1
  0.1	5	0.0	-1
Cc1cc(C)c(NC(=O)CS(=O)CC(=O)Nc2ccc(-n3cnnn3)c(C)c2)c(C)c1 (stereo not given)
  -0.1	-7	0.3	-15
CSc1ccc(/C=C/C(=O)OCC(=O)c2cc(C)n(C)c2C)cc1
  0.2	9	-0.7	-1
Cc1ccccc1-c1nnc(NC(=O)C(C)Sc2ccccc2)s1 (stereo not given)
  -0.1	-8	1.7	-2
Cc1ccccc1C(OCC(O)CN1CCCC(O)C1)c1ccccc1 (stereo not given)
  -0.1	8	0.5	27
Cc1nn(CC(=O)Nn2c(-c3cccc(Cl)c3)nc3ccccc3c2=O)c(C)c1[N+](=O)[O-]
  0.3	6	-0.3	14
CC(Oc1ccc(Cl)cc1Cl)C(=O)N(CCN(C(=O)C(C)Oc1ccc(Cl)cc1Cl)c1ccccc1)c1ccccc1 (stereo not given)
  0.1	1	-0.5	14
CCN(CC)c1ccc2cc(-c3nnc(Nc4ccc(F)cc4)s3)c(=O)oc2c1
  -0.1	12	0.4	-4
CCCNC(=O)C1CCCN(S(=O)(=O)N(C)C2CCCCC2)C1 (stereo not given)
  -0.3	-1	-0.3	-2
COc1ccc(CC(=O)N/N=C/c2ccco2)cc1
  0.1	9	-0.5	15
CC(=O)Nc1ccc(C(=O)OCc2cccc(Br)c2)cc1
  0.5	-2	0.7	6
CC(C)(C)c1cc(C(=O)N/N=C/c2cccc([N+](=O)[O-])c2)n[nH]1
  0.5	-17	1.4	1

# Further structures
# The line under a structure holds: FBW7 activator	TEAD-YAP block	GPR151 activ	MITF primary
CSc1ccc(-c2ccc3c(c2)CC(CNC(=O)c2ccoc2)O3)cc1 (stereo not given)
  0.0	-1	1.2	0
Cc1ccc(N2CCN(S(=O)(=O)c3ccc(Cl)cc3)CC2)cc1Cl
  0.2	1	0.4	3
CCOc1ccc(C2c3cccn3CCN2C(=S)Nc2ccc(OC)cc2)cc1 (stereo not given)
  0.0	3	1.4	7
COc1ccc(-c2cn3c4ccccc4n(CCN4CCCCC4)c3n2)cc1
  0.6	-4	-1.8	2
Cc1ccccc1-n1nc2c(c1NC(=O)c1ccc(Br)cc1)CSC2
  0.1	7	0.5	7
Cc1ccc(S(=O)(=O)NCc2ccc(C(=O)NCCCN3CCCC3=O)cc2)cc1
  -0.1	2	0.4	1
COCCOC(=O)C1=C(C)NC(=S)NC1c1ccccc1OC(F)F (stereo not given)
  0.3	-12	-0.8	16
COc1ccc(-c2cc(=O)oc3c(C)c(O)c(CN(C)C)cc23)cc1
  -0.2	3	-2.0	-7
O=c1c2c3c(sc2n2cnnc2n1Cc1ccccc1)CCCC3
  1.9*	-5	0.2	18
COc1ccc(-c2cc(C(F)(F)F)n3nc(C(=O)Nc4sc5c(c4C#N)CCC(C(C)(C)C)C5)cc3n2)cc1 (stereo not given)
  0.0	-5	-0.3	-6

# Additional compounds.
# The line under a structure holds: FBW7 activator	TEAD-YAP block	GPR151 activ	MITF primary
O=C1CCc2cc(S(=O)(=O)NC3CCCCCC3)ccc2N1
  0.1	12	0.0	1
COC(=O)C1=C(C)NC2=C(C(=O)CC(c3ccc(OC)cc3)C2)C1c1cccc2ccccc12 (stereo not given)
  0.1	0	0.0	-7
CC(C)c1ccc(C(=O)CC(C(=O)O)N2CCN(Oc3ccccc3)CC2)cc1 (stereo not given)
  0.0	5	-0.2	3
Cc1cccc(NC(=O)CCC2CCN(C(=O)c3cnccn3)CC2)c1
  0.7	0	0.8	3
CCc1nnc(SCC(=O)Nc2cc(C)cc(C)c2)n1-n1cccc1
  0.0	-5	0.4	2
COc1cc(C=C2C(=O)c3ccccc3C2=O)c(Br)cc1OCC(=O)O
  -0.2	-1	-0.4	16
O=C1Nc2cc(Cl)ccc2/C1=C\c1ccc[nH]1
  0.1	-53	1.0	17
Cc1cc(-n2c(C)nc3ccccc3c2=O)ccc1NC(=O)c1sc(-c2ccccc2)nc1C
  -0.1	-2	0.2	2
COc1cc(-c2nc3c(c(Cc4ccccc4)nn3-c3ccccc3)c3cc(OC)c(OC)cc23)ccc1O
  -0.3	6	-1.0	-13
NC(=O)c1ccc(-c2nc(NCc3nc4ccccc4[nH]3)c3ncn(CCN4CCCC4=O)c3n2)cc1
  -0.1	6	-0.9	-1

# Other compounds
# The line under a structure holds: FBW7 activator	TEAD-YAP block	GPR151 activ	MITF primary
CCc1ccc(N(CC(=O)NC(C)(C)CC)C(=O)CCC(=O)Nc2cc(C)ccn2)cc1
  -0.1	1	-0.3	-4
COc1cccc(NC(=O)C2C3C=CC4(O3)C2C(=O)N(Cc2ccc(Cl)cc2)C4C(=O)NC2CCCCC2C)c1 (stereo not given)
  0.4	4	-1.4	6
Cc1ccc(-n2nc3ccc(N)cc3n2)cc1
  -0.3	-35	-1.5	8
COc1ccccc1-n1c(SCC(=O)N2C(C)CCCC2C)nnc1-c1cccnc1 (stereo not given)
  0.1	9	-0.3	-1
COc1ccc(F)c(CC2(CCC(=O)NCCc3cscn3)CCC(=O)N2)c1 (stereo not given)
  0.0	-12	1.3	5
COCCn1nnnc1C(c1cc2cc(C)cc(C)c2[nH]c1=O)N1CCCC(C)C1 (stereo not given)
  -0.1	4	-0.7	3
COCCN1Cc2cccc(C(=O)NCc3ccc(F)cc3)c2C1=O
  0.1	4	1.2	9
CCOC(=O)c1cnc2c(-c3ccccc3)c(C)nn2c1C
  0.0	-5	-1.2	7
CC12CCC3C(CC3(C)C)C(C)(CCC1=O)O2 (stereo not given)
  0.0	7	0.9	7
O=C1NCCN(Cc2ccc(F)c(F)c2)C1CC(=O)N1CCC(CO)CC1 (stereo not given)
  -0.1	2	1.1	4

# Later entries.
# The line under a structure holds: FBW7 activator	TEAD-YAP block	GPR151 activ	MITF primary
Cc1ccc2nc(/C(C#N)=C/c3ccc[nH]3)[nH]c2c1
  -0.7	-71	0.8	8
CC(C)c1ccc(NC(=O)CCC(=O)O)cc1
  0.0	-16	-2.5	2
Cc1c(CNC2CCCCC2)c(C(=O)O)c(C)n1Cc1ccc(F)cc1
  -0.1	-10	0.2	19
CC(Sc1nc2ccccc2n1CCc1ccccc1)C(=O)NC(N)=O (stereo not given)
  0.0	1	0.3	1
Cc1nnc(NC(=O)c2oc3cc(C)c(C)cc3c2C)s1
  -0.2	-2	0.6	-3
CCN1C(=O)c2cccc3c(S(=O)(=O)N4CCN(c5ccccc5F)CC4)ccc1c23
  0.0	-5	-0.9	-2
O=C(NCC1(CO)CC1)NC(c1ccccc1)c1ccccc1
  0.1	-4	1.0	-6
CC(C)CCNC(=O)c1ccccc1Cl
  -0.1	-33	-0.6	6
CC(C)/C=N/NC(=O)Cc1ccc([N+](=O)[O-])cc1
  0.2	2	-1.2	3
COc1cccc(-c2cn3c4c(=O)n(C)c(=O)n(C)c4nc3n2Cc2ccccn2)c1
  -0.1	-1	1.1	-12

# (cont.)
# The line under a structure holds: FBW7 activator	TEAD-YAP block	GPR151 activ	MITF primary
O=C(CN1C(=O)CCC1=O)Nc1nc(-c2nc3ccccc3s2)cs1
  0.1	-47	0.6	9
COc1cccc(-c2ocnc2C(=O)NCCc2ccco2)c1
  -0.1	-29	-0.3	-10
O=C(COCc1cc(-c2ccc(F)cc2)on1)NCc1cccs1
  0.9	3	-0.6	19
CC(=O)c1cccc(-c2nc(NC3CC3)c3ncn(Cc4ccc(C(F)(F)F)cc4)c3n2)c1
  0.0	-8	-1.3	-1
COCCNC(=O)c1sc2ncnc(N3CCN(c4ccccc4)CC3)c2c1C
  0.2	5	0.4	-4
FC(F)(F)c1cccc(CNc2ncnc3sccc23)c1
  0.0	46*	4.5	-13
CCOc1ccc(CN2CCN(Cc3cnn(CC)c3C)CC2CCO)cc1 (stereo not given)
  0.0	8	-2.8	12
O=C(Nc1ccc(Oc2ccccc2)cc1)c1ccc(F)c([N+](=O)[O-])c1
  -0.2	57*	-0.2	11
N#C/C(=C/c1ccc(Cl)cc1Cl)C(N)=S
  0.0	16	-0.2	-1
Cc1c(C(=O)Nc2ccccc2Br)cccc1[N+](=O)[O-]
  0.0	-12	-0.3	-4

# Later entries:
# The line under a structure holds: FBW7 activator	TEAD-YAP block	GPR151 activ	MITF primary
O=C(CCl)Nc1ccc2c(c1)OCCCO2
  0.2	5	-0.4	10
O=C(Nc1ccc(S(=O)(=O)Nc2nccs2)cc1)c1ccccc1Cl
  0.1	1	-0.8	3
Cc1cc(-c2nnc(NC(=O)C(C)(C)C)o2)c(C)o1
  -0.3	-6	0.0	-8
CN(C(=O)COc1ccc([N+](=O)[O-])cc1)C1CCCCC1
  -0.1	-26	1.2	12
Cc1cc(Br)ccc1OCC(=O)N1CCN(c2ccc([N+](=O)[O-])cc2)CC1
  0.3	11	-0.7	12
COc1ccc(CN2C(=O)CC(C(N)=O)SC2=Nc2ccccc2)cc1 (stereo not given)
  -0.2	-14	2.7	-1
CCCCCC(=O)NNC(=O)c1ccccc1[N+](=O)[O-]
  0.0	-4	1.0	-2
COc1ccc(CCN2C(=O)c3cccnc3C2=O)cc1OC
  -0.1	-2	3.3	20
O=C(COc1ccccc1)Nc1cccc2c1C(=O)c1ccccc1C2=O
  -0.1	-7	0.6	-1
CN1CCN(c2ccc(-c3cncc(-c4ccc5[nH]ccc5c4)n3)cn2)CC1
  0.5	-66	-0.7	6
CCOC(=O)c1ccc(NC(=O)N2CCC(c3nc4ccc(Cl)cc4[nH]3)CC2)cc1
  0.5	-2	0.6	4
